KCNH2 3.1 block = KCNH2 3.1 (human) potassium channel inhibition. U2OS KCNH2 3.1, thallium flux FluxOr; hits give low values. activity change, % (tested at about 1.8 µM). actives 0.95% (n = 340,000). AID 720553;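 active = maximum activity change below -70%; inconclusive = maximum activity change from -70% to -50%; inactive = maximum activity change above -50%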;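 also: thallium influx rate constant from kinetic fluorescence after stimulation buffer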
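Virally transduced U2OS (3.1 isoform, 4 h infection in dark at RT) → overnight 37 C → FluxOr + Red40 in HBSS/HEPES, 45 min → stimulation buffer, 2 min kinetic read → rate constant vs DMSO controls.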
Giardia killer = kills Giardia lamblia; activity change, % at 7.66 µM, hits read low; actives 0.15% (n = 340,000); Giardia lamblia trophozoite viability; in the data active = activity change below about -80%; inconclusive = between about -30% and that limit;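 also: parasites exposed to compound for two days anaerobically before the ATP read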
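Media and compound were dispensed first, then trophozoites at 100 cells/well; plates sat 48 hrs at 37 deg C without oxygen before ATP luminescence reagent was added and read after 15-30 min at room temperature.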
uPA surface inh = inhibitors of cell surface uPA generation; cell surface uPA generation assay, qHTS; Potency, µM (series often up to 38.3 µM), without a hit: top-dose activity change, negative = inhibition, hits mostly inhibitors; actives 0.31% (n = 330,000); AID 540303; active = well fitted inhibition curve with a large enough effect; inconclusive = small, poorly fitted or top-dose-only effect; inactive = no such curve, though single readings can be large or run the other way; tested in mouse RAW 264.7 cells; also: potency is read from the fitted curve at half-maximal effect; nearly all actives have a fitted effect of over 55% in size
* = called active by the depositor. % is scaled to controls: 0 for no effect and ±100 for the full control effect.

`CC(=O)NC12CC3CC(C1)CC(C(=O)Nc1cccc(S(=O)(=O)N4CCCCCC4)c1)(C3)C2` gave KCNH2 3.1 block 9, Giardia killer -9 and uPA surface inh -2%.
`O=S1(=O)c2c(F)cccc2O[C@@H](COCc2ccccc2)CN1CCc1ccc(F)cc1` gave KCNH2 3.1 block -12, Giardia killer 8 and uPA surface inh 0%.
Screening CCN1C[C@@H]2[C@@H]3C(=O)N(Cc4ccccc4)C(=O)[C@@H]3[C@](Cc3ccccc3)(C1=O)N2C(=O)c1ccc(C)cc1 returned KCNH2 3.1 block -21, Giardia killer 2 and uPA surface inh -10%.
`CN(Cc1ccccc1)C(=O)c1ccc(NC(=O)Cc2ccc(NC(=O)C3CCCN(C(=O)C4CCCC4)C3)cc2)cc1` (centres undefined) gave KCNH2 3.1 block -4, Giardia killer 17 and uPA surface inh 4%.
For NC(=S)N=Nc1c(O)[nH]c2c(Cl)cc(Cl)cc12 the results were KCNH2 3.1 block -8, Giardia killer -15 and uPA surface inh 2%.
Screening Cn1c(=O)c2[nH]c(CCCCc3nc4ccccc4[nH]3)nc2n(C)c1=O returned KCNH2 3.1 block -14, Giardia killer -12 and uPA surface inh 2%.
`O=C(NCCCCNC(=O)c1ccccc1Br)c1ccccc1Br` gave KCNH2 3.1 block -3, Giardia killer 6 and uPA surface inh 0%.
`Cc1cc(C)[n+](Cc2ccccc2)cc1C(N)=O` gave KCNH2 3.1 block 14, Giardia killer -18 and uPA surface inh 2%.
CCC(c1nnc(SCC(=O)NCC2CCCO2)n1Cc1ccccc1)N(C)C (centres undefined) was read as KCNH2 3.1 block inconclusive, Giardia killer -26 and uPA surface inh 2%.
OCc1cccc[n+]1Cc1ccccc1 was read as KCNH2 3.1 block -47, Giardia killer 10 and uPA surface inh -5%.
Screening Cc1cn(CC(=O)NCc2ccccc2)c(=O)[nH]c1=O returned KCNH2 3.1 block 6, Giardia killer -4 and uPA surface inh 7%.
For O=C(O)c1nnsc1-c1csnn1 the results were KCNH2 3.1 block 0, Giardia killer 4 and uPA surface inh 4%.
Oc1cccnc1CN1CCCCC1 was read as KCNH2 3.1 block -7, Giardia killer 2 and uPA surface inh -3%.
Screening O=C1CC2(CCCC2)Oc2ccc(F)cc21 returned KCNH2 3.1 block 0, Giardia killer -26 and uPA surface inh 7%.
For C=CCNc1cc(=O)n(Cc2ccccc2)c(=O)[nH]1 the results were KCNH2 3.1 block -7, Giardia killer 10 and uPA surface inh -4%.

Looked up by structure from the entries so far (six):
`Cc1cc(C)[n+](Cc2ccccc2)cc1C(N)=O` gave KCNH2 3.1 block 14, Giardia killer -18 and uPA surface inh 2%.
Screening Cn1c(=O)c2[nH]c(CCCCc3nc4ccccc4[nH]3)nc2n(C)c1=O returned KCNH2 3.1 block -14, Giardia killer -12 and uPA surface inh 2%.
For O=C(O)c1nnsc1-c1csnn1 the results were KCNH2 3.1 block 0, Giardia killer 4 and uPA surface inh 4%.
`O=C(NCCCCNC(=O)c1ccccc1Br)c1ccccc1Br` gave KCNH2 3.1 block -3, Giardia killer 6 and uPA surface inh 0%.
`CN(Cc1ccccc1)C(=O)c1ccc(NC(=O)Cc2ccc(NC(=O)C3CCCN(C(=O)C4CCCC4)C3)cc2)cc1` (centres undefined) gave KCNH2 3.1 block -4, Giardia killer 17 and uPA surface inh 4%.
Oc1cccnc1CN1CCCCC1 was read as KCNH2 3.1 block -7, Giardia killer 2 and uPA surface inh -3%.

(cont.)
`COc1ccc(C2c3c(oc4ccccc4c3=O)C(=O)N2CCN2CCOCC2)cc1OC` (centres undefined) gave KCNH2 3.1 block 1, Giardia killer inconclusive and uPA surface inh -1%.
Screening CCOCc1nnc(NC(=O)c2ccc3c(c2)OCO3)s1 returned KCNH2 3.1 block 11, Giardia killer 6 and uPA surface inh 4%.
`CC1(C)N=C(N)NC(Nc2ccc(Cl)cc2)=N1` gave KCNH2 3.1 block -2, Giardia killer -22 and uPA surface inh 2%.
`CC(=O)Nc1c(Br)cc2c(c1Br)Cc1cc([N+](=O)[O-])ccc1-2` gave KCNH2 3.1 block 4, Giardia killer 11 and uPA surface inh -2%.
`C=CCCC(=O)N1C[C@H]2CON(C)[C@H]2C[C@H]1c1ccccc1Br` gave KCNH2 3.1 block 2, Giardia killer 7 and uPA surface inh -4%.
Screening CC(C)c1c(O)ccc2c1CC[C@H]1C(C)(C)CCC[C@]21C returned KCNH2 3.1 block 10, Giardia killer -3 and uPA surface inh 1%.
For CCN(CC)CCNC(=O)c1ccc(NC(=O)c2cccc(S(=O)(=O)N(C)C3CCCCC3)c2)cc1 the results were KCNH2 3.1 block 4, Giardia killer 0 and uPA surface inh inconclusive.
For O=S(=O)(CCc1ccccc1)CS(=O)(=O)CCc1ccccc1 the results were KCNH2 3.1 block 7, Giardia killer 1 and uPA surface inh 23%.
For CCOC(=O)c1cccc(NC(=O)c2c(N)n(C)c(=O)[nH]c2=O)c1 the results were KCNH2 3.1 block -4, Giardia killer -24 and uPA surface inh 2%.
Screening O=C(Cn1cc(COc2ccc(Br)cc2[N+](=O)[O-])nn1)c1ccc(O)cc1 returned KCNH2 3.1 block -34, Giardia killer 14 and uPA surface inh 4%.
For c1ccc(-c2nc(C3CCCCC3)c3sccc3n2)cc1 the results were KCNH2 3.1 block -6, Giardia killer -1 and uPA surface inh 0%.
`COc1cc(C=O)ccc1OCCOCCOc1ccc(Cl)cc1Cl` gave KCNH2 3.1 block -20, Giardia killer 8 and uPA surface inh 3%.
Screening CC(=O)c1ccc(N=Nc2c(C)[nH][nH]c2=O)cc1 returned KCNH2 3.1 block 12, Giardia killer -3 and uPA surface inh -4%.
`COc1ccc2c(c1)[C@H]1[C@H](CO2)[C@H](c2ccccc2)[C@]2(C)C(=O)Nc3ccc(Cl)cc3C(=O)N12` gave KCNH2 3.1 block -36, Giardia killer -1 and uPA surface inh -25%.
For Cc1c(NC(=O)Nc2cc(F)c(F)cc2Cl)c(=O)n(-c2ccccc2)n1C the results were KCNH2 3.1 block 12, Giardia killer -5 and uPA surface inh 16%.
For O=C(Cc1ccc(NC(=O)C2CCN(C(=O)CCc3ccccc3)CC2)cc1)Nc1ccc(C(=O)N2CCOCC2)cc1 the results were KCNH2 3.1 block 2, Giardia killer 11 and uPA surface inh -6%.
Screening CCN(C(=O)COC(=O)CCC(=O)c1ccc(C)cc1)c1c(N)n(Cc2ccccc2)c(=O)[nH]c1=O returned KCNH2 3.1 block -3, Giardia killer -9 and uPA surface inh -13%.
For N/C(=N\OC(=O)c1ccccc1)C(Cc1ccccc1)C(=O)NOC(=O)c1ccccc1 (centres undefined) the results were KCNH2 3.1 block 8, Giardia killer 3 and uPA surface inh -9%.
Screening NC1(C(=O)O)CSSC1 returned KCNH2 3.1 block 10, Giardia killer -12 and uPA surface inh -9%.
For COC(=O)c1cc(Br)ccc1NC(=O)Nc1ccc(C)cc1 the results were KCNH2 3.1 block 8, Giardia killer -3 and uPA surface inh -5%.
Screening O=C(NC1c2ccccc2Oc2ccccc21)c1ccc([N+](=O)[O-])cc1 returned KCNH2 3.1 block -100*, Giardia killer -14 and uPA surface inh -6%.
For CC(O)(Cc1ccccn1)Cc1ccccn1 the results were KCNH2 3.1 block 6, Giardia killer -5 and uPA surface inh 0%.
`Cn1c(=O)c2c(nc(CN3CCOCC3)n2Cc2ccccc2)n(C)c1=O` gave KCNH2 3.1 block -5, Giardia killer -7 and uPA surface inh -2%.
`CN1C[C@@H]2[C@@H]3C(=O)N(C)C(=O)[C@@H]3[C@](C)(C1=O)N2C(=O)c1ccc(Cl)cc1` gave KCNH2 3.1 block 4, Giardia killer -19 and uPA surface inh 12%.
For O=C(N/N=C/C=C/c1ccccc1)C(O)c1ccccc1 (centres undefined) the results were KCNH2 3.1 block -3, Giardia killer -11 and uPA surface inh 18%.
For O=C1NCCNC1c1ccccc1 (centres undefined) the results were KCNH2 3.1 block 3, Giardia killer -7 and uPA surface inh 4%.
For COc1nccc(NCc2ccccc2)c1C#N the results were KCNH2 3.1 block -2, Giardia killer 1 and uPA surface inh 2%.
`O=C1/C(=C\c2ccc([N+](=O)[O-])cc2)CS(=O)(=O)C/C1=C/c1ccc([N+](=O)[O-])cc1` gave KCNH2 3.1 block 5, Giardia killer 7 and uPA surface inh -4%.
Screening CCO[C@H]1OC(C(=O)O)=C[C@@H](c2coc3ccccc3c2=O)[C@@H]1CCCO returned KCNH2 3.1 block 0, Giardia killer 2 and uPA surface inh 9%.
For O=C(NCc1ccco1)Nc1cccc2ccccc12 the results were KCNH2 3.1 block 2, Giardia killer -1 and uPA surface inh -3%.
`CC(O)(CC(=O)CC(=O)c1ccccc1)c1ccccc1` (centres undefined) gave KCNH2 3.1 block -15, Giardia killer -2 and uPA surface inh inconclusive.
O=C(NC1CCCC1)c1ccc2c(c1)S(=O)(=O)c1ccccc1C2=O was read as KCNH2 3.1 block -1, Giardia killer -12 and uPA surface inh 12%.
Screening COc1ccc(S(=O)(=O)N2CCCCC2)cc1NC(=O)c1cccc(S(=O)(=O)N2CCOCC2)c1 returned KCNH2 3.1 block -2, Giardia killer -17 and uPA surface inh -6%.
`Cc1ccc(-c2csc(N)n2)cc1` gave KCNH2 3.1 block -6, Giardia killer 0 and uPA surface inh 2%.
`O=C1NC[C@H](Cc2ccccc2)N(C[C@H]2CCCN2C[C@H](Cc2ccccc2)N2C[C@H](Cc3ccccc3)N(CC3CCCCC3)C(=O)C2=O)C1=O` gave KCNH2 3.1 block -3, Giardia killer -5 and uPA surface inh inconclusive.
Screening CC12CCC(C(=O)CC1=O)C2(C)C (centres undefined) returned KCNH2 3.1 block 19, Giardia killer -17 and uPA surface inh 3%.
`COc1ccccc1C(CNC(=O)c1cccc(S(=O)(=O)N2CCCc3ccccc32)c1)N(C)C` (centres undefined) gave KCNH2 3.1 block -14, Giardia killer 6 and uPA surface inh -8%.
Screening CN(C)c1cc2c3ccccc3n(C)c2cc1N returned KCNH2 3.1 block -2, Giardia killer 4 and uPA surface inh 5%.
Screening CCCN(CC(=O)Nc1ccccc1C)C(=O)c1cnc(C)cn1 returned KCNH2 3.1 block -7, Giardia killer 6 and uPA surface inh 3%.
Screening N=c1ccn(O)cc1CCc1ccccc1 returned KCNH2 3.1 block 16, Giardia killer 2 and uPA surface inh 0%.
O=C(NCCCN1CCOCC1)c1cccc(NC(=O)c2ccccc2)c1 was read as KCNH2 3.1 block -13, Giardia killer 27 and uPA surface inh 14%.
For COc1cccc(CNC[C@H]2O[C@@H](n3cnc(C(N)=O)n3)[C@H](O)[C@@H]2O)c1OCc1ccc(F)cc1Cl the results were KCNH2 3.1 block -4, Giardia killer -2 and uPA surface inh 0%.
O=C(Nc1ccccc1)c1ccc(CN2CCC(Cc3ccccc3)CC2)cc1 was read as KCNH2 3.1 block -24, Giardia killer -5 and uPA surface inh 5%.
`CCOC(=O)C1(CCOc2ccccc2)CCN(Cc2ccc(OC)cc2)CC1` gave KCNH2 3.1 block -120*, Giardia killer 12 and uPA surface inh -17%.
For COc1ccc(-c2nnc(COc3ccc(Br)cc3C)o2)cc1 the results were KCNH2 3.1 block 1, Giardia killer 2 and uPA surface inh 8%.
Screening CCN(CC(=O)Nc1ccc(NC(C)=O)cc1)C(=O)c1ccc(N2C(=O)c3ccccc3C2=O)cc1 returned KCNH2 3.1 block 1, Giardia killer -8 and uPA surface inh 2%.
Screening COC(=O)C[C@H]1c2cc(C(F)(F)F)ccc2S(=O)(=O)N1C1CCCCC1 returned KCNH2 3.1 block -18, Giardia killer 8 and uPA surface inh -14%.
`Cn1c(SCc2ccccc2)nc(N)c(N=O)c1=O` gave KCNH2 3.1 block -12, Giardia killer 8 and uPA surface inh 3.5µM*.
CC(C)CC1C(=O)N(Cc2cn(CC3CCCCC3)nn2)CCS(=O)(=O)N1Cc1ccc(-c2cccc(C#N)c2)cc1 (centres undefined) was read as KCNH2 3.1 block -18, Giardia killer -2 and uPA surface inh -23%.
`CCCC(=O)NC(=S)Nc1ccc(S(=O)(=O)N2CCc3ccccc32)cc1` gave KCNH2 3.1 block -8, Giardia killer -22 and uPA surface inh 7%.
For O=C1[C@H](Cc2ccccc2)NCCCC[C@H](c2ccc(Cl)cc2)N1Cc1ccccc1 the results were KCNH2 3.1 block 5, Giardia killer -6 and uPA surface inh -17%.
Screening Cn1c(=O)c2[nH]c(CCCCCc3nc4ccccc4[nH]3)nc2n(C)c1=O returned KCNH2 3.1 block -2, Giardia killer 24 and uPA surface inh -4%.
For NC(=O)Cn1c(S(=O)(=O)Cc2ccccc2)nc2ccccc21 the results were KCNH2 3.1 block -1, Giardia killer 1 and uPA surface inh -1%.
`NC(=S)N=Nc1c(O)cc(O)c2[nH]c(=O)ccc12` gave KCNH2 3.1 block 1, Giardia killer -14 and uPA surface inh 6%.
OC(CCN1CC2CCC(CC2)C1)(Cc1ccccc1)c1ccco1 (centres undefined) was read as KCNH2 3.1 block -1, Giardia killer 7 and uPA surface inh -1%.
Screening Cc1ccccc1-c1nnc(-c2cccc3ccccc23)o1 returned KCNH2 3.1 block -8, Giardia killer -20 and uPA surface inh -3%.
`CC(Nc1nc(-c2ccc(F)cc2)cs1)c1nc2cc(Cl)c(N3CCCCC3)cc2n1CCOCCO` (centres undefined) gave KCNH2 3.1 block 16, Giardia killer 16 and uPA surface inh -26%.

An excerpt (hit frequency here may not be typical).
